RmlCD inh 1536: M. tuberculosis RmlC/RmlD coupled enzyme inhibitors, primary screen, biochemical, compound mixtures, 384-well, from 1536-well plates | dTDP-4-dehydrorhamnose reductase (Mycobacterium tuberculosis (strain ATCC 25618 / H37Rv)) … | RmlC+RmlD coupled enzyme assay, percent inhibition; primary screen in compound mixtures | inhibition, % at 3.6 µM | 160,000 tested, 0.03% active | AID 1533, 2009; in the data active = inhibition mostly above about 34%, no sharp cut-off; inconclusive = no clear call, values can overlap the other calls; inactive = mostly below about 22%; note: some results filed as inactive read as strong as hits
Target sequence (P9WH09 whole entry, looked up): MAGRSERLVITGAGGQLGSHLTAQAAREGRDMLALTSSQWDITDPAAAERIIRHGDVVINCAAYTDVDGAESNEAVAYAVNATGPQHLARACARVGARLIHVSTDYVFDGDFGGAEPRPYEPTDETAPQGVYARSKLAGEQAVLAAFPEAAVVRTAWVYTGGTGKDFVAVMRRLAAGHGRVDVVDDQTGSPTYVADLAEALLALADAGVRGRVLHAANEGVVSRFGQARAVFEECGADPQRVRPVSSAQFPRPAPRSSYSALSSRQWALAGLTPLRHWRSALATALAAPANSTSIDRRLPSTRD
Target sequence (P9WH11 whole entry, looked up): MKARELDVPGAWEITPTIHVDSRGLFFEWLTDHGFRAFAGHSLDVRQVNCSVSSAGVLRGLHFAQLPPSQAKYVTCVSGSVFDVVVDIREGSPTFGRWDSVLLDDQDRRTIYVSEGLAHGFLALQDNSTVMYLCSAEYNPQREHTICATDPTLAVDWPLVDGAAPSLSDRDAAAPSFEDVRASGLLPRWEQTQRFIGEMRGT
GlmU inhibition: inhibition of mycobacterial GlmU enzyme – biochemical, glucosamine-1-phosphate acetyltransferase (AID 1376); Bifunctional protein GlmU (Mycobacterium tuberculosis (strain ATCC 25618 / H37Rv)); M. tuberculosis GlmU acetyltransferase enzyme assay; higher % means a stronger effect; inhibition, %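 (tested at 30 µM in the primary screen)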, or IC50 in µM where a hit was titrated; 220,000 tested, 0.25% active; in the data active = inhibition above about 13%; inconclusive = no clear call, values can overlap the other calls;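 note: 0% = complete reaction with vehicle and 100% = reaction without substrate; strong numbers were not always called active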
An asterisk follows results filed as active; ? = inconclusive; · = no result given; & = joins results of further samples. Some of the compounds tested (hit frequency here may not be typical).

molecule | GlmU inhibition | RmlCD inh 1536
COc1ccc(/C=N/Nc2nc(-c3cccc(S(=O)(=O)N4CCCC4)c3)cs2)cc1OC | -1.6% | 3.7
O=C(CSC1=NCCS1)N1CCCCCC1 | 1.7% | 4.9
Cc1onc(-c2ccccc2Cl)c1C(=O)NC(=S)Nc1ccccc1C(N)=O | 1.6% | -11.7
COCC(C)NC(=O)/C(=C/c1ccccc1)c1ccccc1 (stereo unspecified) | -2.9% | 6.4
CCOc1ccc(Br)cc1CNc1ccc2c(c1)OCCO2 | 2.8% | -2.0
CCOC(=O)COc1ccc([N+](=O)[O-])cc1 | -4.5% | 31.8
COc1ccccc1C(=O)Nc1ccc2c3c(cccc13)CC2 | 0.5% | 1.4
CN1CCN(Cc2nc3ccccc3c(=O)n2Cc2nc(-c3ccc([N+](=O)[O-])cc3)cs2)CC1 | -1.0% | 16.5
Cc1ccc(NC(=O)COC(=O)c2cccc3c(=O)c(C)c(-c4ccccc4)oc23)cc1 | -0.8% | -14.8
CCC1C(=O)N=C(SCC(=O)Nc2cccc3ccccc23)NC1=O (stereo unspecified) | 2.1% | ·
O=[N+]([O-])c1ccc(N2CCN(C(=S)Nc3ccccc3)CC2)cc1 | -7.2% | 2.2
CCOC(=O)Cn1c(-c2ccccc2)nc2ccccc2c1=O | 2.0% | 4.1
Cc1[nH]c2ccccc2c1-c1nc2ccccc2[nH]1 | 7.6% | -10.4
CCCCC(c1nnnn1CCOC)N1CCN(C)CC1 (stereo unspecified) | -8.0% | 5.4
C=CCn1cnc2sc(C(=O)Nc3ccccc3OC)c(C)c2c1=O | -1.7% | -10.1
CCCCN(CC)S(=O)(=O)c1ccc2c(c1)n(C)c(=O)c(=O)n2C | 6.7% | -5.3
COc1ccc(-c2cc(C(F)(F)F)nc(SCC(=O)Nc3ccc4c(c3)OCO4)n2)cc1OC | 5.9% | -7.8
CC(C)Nc1nnc(Sc2ccc(Cl)cc2[N+](=O)[O-])s1 | -2.2% | -8.3
COc1ccc2cc(C(=O)C3CCCN(C(=O)CCc4ccccn4)C3)ccc2c1 (stereo unspecified) | 1.6% | -15.2
Cc1ccc(-n2c(O)c(/C=N/n3cnnc3)c3ccccc3c2=O)cc1 | -0.5%&8.0% | -8.0&-11.3
NC(=O)Nc1ccc(C(=O)OCC(=O)N(Cc2ccccc2)C2CCS(=O)(=O)C2)cc1 (stereo unspecified) | -5.0% | 5.5
O=C(CSc1n[nH]c(=O)[nH]c1=O)Nc1ccccc1C(=O)c1ccccc1 | 3.0% | 13.5
COc1ccc(C)cc1NC(=O)NCCC1=CCCCC1 | -4.8% | 3.3
C/C(=N/N1CCN(c2ccccc2)CC1)c1cccc([N+](=O)[O-])c1 | 1.9% | ·
COc1cc(C2C3CN(C)CC=C3C(C#N)=C(N)C2(C#N)C#N)ccc1OC(C)C (stereo unspecified) | 1.7% | -4.9
CC1CN(c2ccc([N+](=O)[O-])c3cccnc23)CC(C)N1 (stereo unspecified) | 1.1% | 2.7
CCCCN(CCCC)CCNC(=O)CNC(=O)c1cccs1 | 2.6% | ·
O=C(O)C(C(=O)O)=C1C2CC3CC(C2)CC1C3 | -2.6% | 3.7
Cc1cc(C)nc(/N=C2\NC(=O)CC3C(=O)NCCN23)n1 (stereo unspecified) | -3.2% | 5.9
CCCC(=O)NC(Oc1ccccc1Cl)C(Cl)(Cl)Cl (stereo unspecified) | 6.5% | -10.1
COc1ccc(-c2nc(C(=O)O)cs2)cc1OC | 1.6% | -6.2
CC1(C)CC(=O)C(C2=NC3(CCCCCC3)Cc3ccccc32)=C(O)C1 | -1.5% | 3.4
Cc1ccc(NC(=O)N/C=C/c2ccco2)cc1 | 2.7% | -1.5
Cc1ccccc1C1N(c2nccs2)C(=O)C2CCCN21 (stereo unspecified) | -5.9% | 0.8
Cc1ccc(C(=O)NC(NCc2ccccc2)C(Cl)(Cl)Cl)cc1 (stereo unspecified) | 0.1% | -7.2
CSc1nnc2c3cc(C)ccc3n(Cc3ccccc3)c2n1 | -1.0% | 9.0
CCC(=O)OC1(C)C(=O)C=C2C=C(C3CC3)OC=C2C1=O (stereo unspecified) | 1.9% | ·
CCc1ccc(/C(C)=N/NC(=O)c2ccccn2)cc1 | -8.7% | 7.0
c1ccc(-c2nc3ccccn3c2NC2CCCC2)nc1 | -3.5% | 1.2
CC1=NN(c2ccccc2)C(=O)C1c1ccccc1 (stereo unspecified) | 1.9% | -12.4
O=C(CN1CCN(c2ccc(O)cc2)CC1)Nc1ccc2c(c1)OCCO2 | -0.8% | -9.7
CCc1cccc2c(C(=O)CN3C(=O)NC(C)(c4cccc5ccccc45)C3=O)c[nH]c12 (stereo unspecified) | -2.1% | ·
O/N=C/c1ccc(OCc2ccccc2)c(Br)c1 | -4.9% | -3.1
CC(=O)c1ccc(OC(=O)C2CC(=O)N(c3cccc(C)c3)C2)cc1 (stereo unspecified) | -4.3% | ·
COc1ccccc1/C=C/C(=O)OCC(=O)Nc1cc(C(F)(F)F)ccc1N1CCOCC1 | 1.3% | -13.3
O=C(N/N=C/c1cccnc1)c1ccccc1OCc1ccc(Cl)cc1 | -2.0% | 7.8
Cc1csc(NC(=O)c2ccc(C)c(S(=O)(=O)N3CCCCC3)c2)n1 | 1.9% | ·
Cn1ccnc1SCC(=O)N1CCN(S(=O)(=O)c2ccccc2)CC1 | 0.9% | -11.9
O=C(NC(Cc1ccccc1)C(=O)O)/C(=C\c1ccco1)NC(=O)c1ccccc1 (stereo unspecified) | 7.8% | -21.3
CSCC[C@H](NC(=O)OC(C)(C)C)C(=O)N1CCC(C(=O)N[C@@H](C)C(=O)O)CC1 | 3.4% | 11.3
Cc1cccc(NC(=S)N2CC3CC(C2)c2cccc(=O)n2C3)c1C (stereo unspecified) | 1.5% | 4.0
Cc1[nH]c2c(ccc3cccnc32)c1C | 3.3% | -2.4
O=[N+]([O-])c1cccc(/C=N/N2CCN(Cc3ccccc3)CC2)c1 | -2.5% | -5.7
CCc1ccc(NC(=O)N(CCCOC(C)C)C2CCN(C(C)=O)CC2)cc1 | -2.2% | 12.3
CCN(CCCNC(=O)C1CCN(S(=O)(=O)CC)CC1)c1cccc(C)c1 | -2.6% | -3.2
CCC(C)NC(=O)Nc1ccc(F)c(Cl)c1 (stereo unspecified) | 0.7% | ·

New compounds follow:
molecule | GlmU inhibition | RmlCD inh 1536
CC(O)C(C(=O)OCc1ccc([N+](=O)[O-])cc1)N1C(=O)c2ccccc2C1=O (stereo unspecified) | -5.8% | ?
OC1CCCN(Cc2cn(Cc3ccccc3)nc2-c2cc3ccccc3o2)C1 (stereo unspecified) | 1.1% | 4.8
Cc1ccc(NCC(=O)c2ccccc2)cc1Cl | -0.4% | 53.0
N#CC1=C(N)OC2=C(C(=O)CC(c3ccccc3)C2)C1c1cccnc1 (stereo unspecified) | -0.4% | ·
CC(C)C(=O)NN(C(=O)c1ccccc1)c1ccccc1 | -0.6% | -6.6
CCN(C(=O)COC(=O)/C=C/c1nc2ccccc2s1)C1CCS(=O)(=O)C1 (stereo unspecified) | -0.8% | -6.2
Cc1nnc(N/N=C/c2ccc(-c3ccccc3F)o2)n1N | -9.5% | 23.4
O=C(NN=C(Cc1ccccc1)Cc1ccccc1)C1CC1 | -3.6% | 6.5
COc1cc(/C=C2/SC(=S)N(c3ccccc3)C2=O)ccc1Oc1nc(N2CCOCC2)nc(N2CCOCC2)n1 | 1.9% | ·
Cc1ccc(C)c(SCC(=O)Nc2cc(C)nn2-c2ccc(F)cc2)c1 | -3.0% | 8.9
CCCCOc1ccc(C(O)(CCC)CCN2CCOCC2)cc1 (stereo unspecified) | 1.0% | ·
CC(=O)c1cc(F)c(N2CCOCC2)cc1C | 6.9% | -4.7
Cc1ccc2[nH]c3c(N4CCOCC4)ncnc3c2c1 | 0.6% | 9.9
CNP(=O)(Oc1ccccc1)OC12CC3CC(CC(C3)C1)C2 (stereo unspecified) | -1.6% | ·
O=C1c2ccccc2NC(c2cnc3ccccc3n2)N1O (stereo unspecified) | -0.2% | ·
COc1ccccc1C1(CCNS(=O)(=O)c2ccc(C)cc2)CCOC(C(C)C)C1 (stereo unspecified) | 2.1% | -9.4
CCN(CC)CCNC(=O)Cn1nc(Cc2cccnc2)c2ccccc2c1=O | -3.6% | 8.9
Cc1cc(OC(=O)c2ccccc2Cl)ccc1N1C(=O)CCC1=O | 1.8% | -11.3
Cc1cccc(NC(=O)Nc2ccncc2)c1 | -7.2% | 3.1
O=C(Nc1ccccc1C(=O)NC1CCCCC1)c1ccco1 | 0.9% | ·
CC(=O)Nc1cccc2c1C(=O)N(c1ccccc1OC(C)=O)C2=O | -2.5% | -4.2
CSc1cccc(NC(=O)Nc2ccccc2)c1 | 3.9% | 1.7
NS(=O)(=O)c1cccc(NC(=O)CSc2nc3ccccc3[nH]2)c1 | 4.5% | 7.7
COc1ccc(O)c(C(=O)c2cnc3c(c2)c(-c2ccc(F)cc2)c(C#N)c(=O)n3C)c1 | 2.7% | ?

3 entries from above, as labelled records.
SMILES: CCN(CC)CCNC(=O)Cn1nc(Cc2cccnc2)c2ccccc2c1=O
  GlmU inhibition: -3.6%
  RmlCD inh 1536: 8.9
SMILES: Cc1cc(OC(=O)c2ccccc2Cl)ccc1N1C(=O)CCC1=O
  GlmU inhibition: 1.8%
  RmlCD inh 1536: -11.3
SMILES: Cc1cccc(NC(=O)Nc2ccncc2)c1
  GlmU inhibition: -7.2%
  RmlCD inh 1536: 3.1

(further entries)
molecule | GlmU inhibition | RmlCD inh 1536
CCOc1ccc(NC(=O)CCC(=O)N/N=C/c2ccc3c(c2)OCO3)cc1 | 1.3% | 18.8
C=CCn1c(O)c(N=NC(=O)CNC(=O)/C=C/c2ccc(OC)cc2)c2ccccc21 | 6.4% | -6.6
CC1CCC(=NNc2ccc(C(F)(F)F)cc2[N+](=O)[O-])CC1 (stereo unspecified) | -2.5% | 1.4
Cc1cc(N2CCN(C)CC2)ccc1NC(=O)c1c2c(nc3ccccc13)CCN(Cc1ccccc1)C2 | -0.6% | 7.0
CCOC(=O)C1=C(C)NC(=S)NC1c1cccs1 (stereo unspecified) | 2.5% | 4.1
Cc1nn(Cc2ccccc2)c2c1C(c1ccco1)C(C#N)=C(N)O2 (stereo unspecified) | 3.1% | -3.0
On1nnc2cc(C(F)(F)F)ccc21 | 6.3% | -8.7
Cc1ccc(C(=O)OC2CCS(=O)(=O)c3sccc32)cc1 (stereo unspecified) | 1.9% | 8.5
COc1ccc(-c2nc3c4ccccc4ccn3c2C=O)cc1 | 5.1% | 10.8
COc1ccc(OC)c(C2C(C(=O)Nc3ccc(F)cc3)=C(C)Nc3nc(CCCO)nn32)c1 (stereo unspecified) | 0.2% | 3.9
NC(=O)CC(NC(=O)Cc1ccc(Cl)cc1)c1ccc(NCC2CC2)c([N+](=O)[O-])c1 (stereo unspecified) | 4.2% | ·
CCCN1CCN(C(=S)Nc2ccccc2C(F)(F)F)CC1 | -1.7% | 17.0
CCN(C(=O)CN1CCN(c2ccccc2)CC1)c1c(N)n(Cc2ccccc2)c(=O)[nH]c1=O | 3.8% | ·
CCOC(=O)N1CCN(C(=O)c2cn(CC)c3ccc(S(=O)(=O)N4CCC(C)CC4)cc3c2=O)CC1 | 2.5% | -2.5
CCn1c(C)c(C(=O)O)c2cc(OC)ccc21 | -1.6% | 33.4
CCOC(=O)C1CCN(c2cc(=O)n(C3CCCCC3)c(=O)[nH]2)CC1 | -4.0% | 3.5

Next part; it opens with the 3 that closed the last part.
molecule | GlmU inhibition | RmlCD inh 1536
CCOC(=O)N1CCN(C(=O)c2cn(CC)c3ccc(S(=O)(=O)N4CCC(C)CC4)cc3c2=O)CC1 | 2.5% | -2.5
CCn1c(C)c(C(=O)O)c2cc(OC)ccc21 | -1.6% | 33.4
CCOC(=O)C1CCN(c2cc(=O)n(C3CCCCC3)c(=O)[nH]2)CC1 | -4.0% | 3.5
CC1S/C(=C(\C#N)C(=O)NCc2ccco2)N(Cc2ccco2)C1=O (stereo unspecified) | 0.6% | 13.7
Cc1nc(C(=O)NCc2ccccc2)sc1C1(C)CC(c2ccccc2)=NO1 (stereo unspecified) | -5.7% | ·
NNC(=O)c1ccc(OCC2CC(c3ccc(Cl)cc3)=NO2)cc1 (stereo unspecified) | -2.9% | -4.9
CC(C)(C)c1ccc(C(=O)NNC(=O)C(=O)N2CCCCC2)cc1 | 1.2% | 8.2
COc1cc(/C=N/Nc2ccc(S(N)(=O)=O)cc2[N+](=O)[O-])cc(OC)c1O | 5.1% | ·
N#CC(C#N)=c1ccc2c(c1)NC1(CCCCC1)N=2 | -5.5% | ·
CCOC(=O)c1nn(-c2ccccc2C)c(=O)c(C#N)c1C | -0.7% | 7.2
C(=N\N1CCN(Cc2ccccc2)CC1)/c1cccnc1 | -2.1% | ·
Cc1nnc(N/N=C/c2cc([N+](=O)[O-])c(N3CCC(C)CC3)cc2N2CCC(C)CC2)n1N | 0.9% | -7.6
O=C1NC2(CCCCC2)C(=O)N1CCS(=O)(=O)Oc1ccc(Br)cc1 | -2.0% | -7.2
CN1[C@@H](CC(=O)c2ccccc2)CCC[C@H]1C[C@H](O)c1ccccc1 | · | 14.2
Cn1ccnc1C(=O)c1cc(=O)c2ccccc2o1 | 10.0% | ·
O=C(CSc1nc2ccccc2c(=O)n1-c1ccccc1)NC(=O)CN1CCCC1=O | 5.0% | -8.8
